# Screening results (PubChem BioAssay)
# NRP1-CendR mod = modulators of CendR peptide binding to NRP-1, primary screen, biochemical, fluorescence polarization, uHTS; Neuropilin-1 (Homo sapiens), O14786; FAM-RPARPAR peptide binding to NRP-1; inhibition, % at 25 µM; 360,000 compounds, 0.85% hits;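 active = inhibition or corrected inhibition above about 18%, plus a signal ratio from 0.5 to 1.5, limit read from the data, passing the limit was not always enough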; also: strong numbers were not always called active
# E coli Lon inh = inhibitors of E. coli Lon protease, primary screen, biochemical, fluorescence polarization. inhibition, % at 7.94 µM. P0A9M0. 360,000 compounds, 0.42% hits. AID 602123, 2011. purified E. coli Lon protease; in the data active = inhibition above about 13%, passing the limit was not always enough;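 also: 0% = enzyme with probe and DMSO and 100% = no enzyme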
# FAS TE block = FAS thioesterase domain inhibitors, primary screen, biochemical, fluorescence intensity, uHTS. Fatty acid synthase (Homo sapiens), P49327. recombinant FAS-TE, OMFH fluorogenic substrate, fluorescence endpoint. inhibition, % at 15 µM. 360,000 compounds, 0.67% hits. AID 602261, 2012;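 active = compounds whose normalised, plate-corrected inhibition of enzyme fluorescence in the single-dose primary screen is 50% or more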;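 also: 0% = DMSO with enzyme and 100% = substrate without enzyme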
# MsrA act = bovine MsrA enzyme activators, primary screen, biochemical, absorbance, HTS; Methionine sulfoxide reductase A (Bos taurus); purified bovine MsrA, absorbance read-out; activation, % at 10.6 µM; 360,000 compounds, 0.3% hits; AID 602163, 2012; in the data active = activation above about 7.5%;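 also: 0% = vehicle and 100% = reference activator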
# MsrA inh = bovine MsrA enzyme inhibitors, primary screen, biochemical, absorbance, HTS | Methionine sulfoxide reductase A (Bos taurus) | purified bovine MsrA, absorbance read-out | inhibition, % at 15.5 µM | 360,000 compounds, 0.75% hits | AID 651718, 2012; in the data active = inhibition above about 4.5%;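 also: 0% = vehicle wells with enzyme and 100% = reference inhibitor wells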
# Neddyl block = inhibitors of cullin neddylation, primary screen, biochemical, TR-FRET, uHTS, NAE and Ubc12; NEDD8-conjugating enzyme Ubc12 (Homo sapiens) + NEDD8-activating enzyme E1 regulatory …; calls only at 25 µM; 360,000 compounds, 0.58% hits; in the data active = inhibition above about 36%
# SKN-1 inh = suppressors of acrylamide-induced Pgst-4::GFP reporter in worms, primary screen, SKN-1 inhibitor project, whole organism, uHTS, GFP/RFP fluorescence ratio, strain VP596; 360,000 compounds, 0.49% hits; C. elegans VP596 Pgst-4::GFP/RFP ratio, 24 h; inhibition, % at 21.8 µM;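 active = interference check ratio from 0.5 to 1.5 plus GFP to RFP signal ratio inhibition reaching or exceeding a fixed threshold, cut at about 30% in these data, passing the limit was not always enough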; also: some compounds called inactive have numbers as strong as hits
# MT1-MMP act inh = blockers of MT1-MMP proenzyme processing, primary screen, HT1080 RFP-PRO-GFP cells, GFP/RFP fluorescence; GFP/RFP ratio fluorescence, overnight; percent of plate control window, DMSO zero; GFP/RFP ratio change, % at 20 µM; 360,000 compounds, 0.061% hits; AID 651647, 2012;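 active = GFP/RFP ratio change of at least 30% with cell ATP level not reduced by more than half and red fluorescence within 50% of control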; also: strong numbers were not always called active
#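 Material: RFP-PRO-GFP reporter HT1080 cells. Dosing: single-point 20 µM compound, 1% DMSO. Controls: DMSO and RFP-L50D-GFP cell wells. Timing: cells overnight before dosing, compound overnight, 37 °C, 5% CO2. Measure: GFP/RFP fluorescence ratio.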
# Rin1 Abl inh = inhibitors of Rin1-Abl protein binding, primary screen, biochemical, TR-FRET | AID 588664, 2011 | 360,000 compounds, 0.4% hits | inhibition, % at 7.35 µM; in the data active = inhibition above about 5%, passing the limit was not always enough
# Starred values were filed as active, the others as inactive; i = inactive; x = no result given.
1: Cc1[nH]c2ccccc2c1C(=O)CSCC(=O)O
2: CCc1sc(NC(=O)COC)nc1-c1ccccc1
3: COc1ccc(C(=O)NC23CC4CC(CC(C4)C2)C3)cc1OC
4: O=C(CSc1nc2ccccc2c(=O)n1-c1ccccc1)N1CCCc2ccccc21
5: C=CCC[C@@H](Cc1ccc(F)cc1)C(=O)OC[C@@H](Cc1c[nH]c2ccccc12)NC(=O)[C@@H](CC=C)CC(=O)N(CCO)Cc1ccccc1
6: N#Cc1csc(CCNC(=O)c2ccccc2)n1
7: O=C(c1ccco1)N1CCN(C(c2ccccc2)c2nnnn2Cc2cccs2)CC1 (stereo not drawn)
8: CC(=O)Nc1cccc(-c2ccnc3c2CC(C(=O)NCCN(C)C)O3)c1 (stereo not drawn)

Compound	1	2	3	4	5	6	7	8
NRP1-CendR mod	2	0	-5	-2	3	7	-4	2
E coli Lon inh	-2	2	-1	15	-4	-14	-3	9
FAS TE block	-7	-4	0	11	23	-11	-1	-9
MsrA act	-2	-13	1	-12	0	-3	-3	-7
MsrA inh	2.8	-0.1	-1.0	1.7	2.1	-1.0	-0.9	-0.3
Neddyl block	i	i	i	i	i	i	i	i
SKN-1 inh	7	-19	10	0	14	9	3	1
MT1-MMP act inh	0	6	-2	1	-32	-2	3	1
Rin1 Abl inh	0	2	-4	0	0	1	0	5

9: CN1CCN(C(=O)CSc2ccc(Cl)cc2)CC1
10: O=C1CSc2ccc(C(=O)NCc3ccccn3)cc2N1
11: CCCNC(=O)CNC(=S)N(Cc1ccccc1F)C1CCCCC1
12: O=S(=O)(Nc1cccc(-n2cnnn2)c1)c1cc(Cl)ccc1Cl
13: CCN(CC)S(=O)(=O)c1ccc(Oc2ccccc2)c(N)c1
14: O=C(Nc1nc2ccccc2[nH]1)c1cc(F)cc(F)c1
15: O=C(NCc1n[nH]c(=S)n1-c1ccc([N+](=O)[O-])cc1)c1ccc(S(=O)(=O)N2CCOCC2)cc1
16: Nc1n[nH]c(C2CCCCC2)n1

Compound	9	10	11	12	13	14	15	16
NRP1-CendR mod	10	-7	-11	-9	10	11	5	3
E coli Lon inh	-1	9	-2	1	-5	-7	4	8
FAS TE block	-3	-5	0	-1	2	-8	-10	-6
MsrA act	-1	-10	0	-2	-12	-4	-8	1
MsrA inh	1.1	1.2	0.8	0.1	-0.2	0.9	-1.0	2.6
Neddyl block	i	i	i	i	i	i	i	i
SKN-1 inh	2	4	-2	-1	0	3	-1	6
MT1-MMP act inh	2	2	-1	0	1	6	3	1
Rin1 Abl inh	-2	-2	-5	1	-2	2	1	-2

17: O=C(O)c1cccc(-n2cccc2C=C2C(=O)c3ccccc3C2=O)c1
18: COc1cccc(-c2n[nH]c(=S)n2Cc2ccco2)c1OC
19: CC(=O)c1cccc(NC(=O)N2CCCC2C(=O)Nc2cc(C)ccc2C)c1 (stereo not drawn)
20: O=c1oc2ccccc2cc1C1=Nn2c(nnc2-c2cccnc2)SC1
21: O=C(Nc1ncn[nH]1)c1c(Cl)ccc(Cl)c1Cl
22: O=C(N1CCCCC1)N1CCN(S(=O)(=O)c2ccc(Cl)cc2)CC1
23: OCC(O)C1OC(c2ccccc2)OC(CO)C1O (stereo not drawn)
24: COCc1ccc([C@@H]2C[C@H]3CN(Cc4cccc(Cl)c4)C(=O)[C@]34CCCN24)o1

Compound	17	18	19	20	21	22	23	24
NRP1-CendR mod	5	-7	-8	0	1	-3	7	-15
E coli Lon inh	-1	12	-6	-6	3	6	-3	-2
FAS TE block	0	-6	-1	-6	-5	0	-6	-2
MsrA act	-1	-1	-5	-10	-3	-1	-8	1
MsrA inh	-0.9	x	-0.3	0.9	2.3	0.3	-1.9	-0.2
Neddyl block	i	i	i	i	i	i	i	i
SKN-1 inh	8	10	11	-9	17	12	8	-3
MT1-MMP act inh	16	-1	4	1	8	0	-7	-3
Rin1 Abl inh	-1	1	1	-4	1	3	0	-4

25: CCc1ccc(N(C(=O)c2ccco2)C(C(=O)NC2CCCC2)c2ccncc2)cc1 (stereo not drawn)
26: COC(=O)CSc1nc(C2CC2)cc(C(F)(F)F)c1C#N
27: CC(C)(CNC(=O)c1cc(-c2ccc(Cl)s2)nc2ccccc12)N1CCOCC1
28: CC(=O)Oc1ccc2c(c1)CCC1C2CCC2(C)C(OC(C)=O)CCC12 (stereo not drawn)
29: COC(=O)N/N=C\c1ccc(OC/C=C/c2ccccc2)c(OC)c1
30: Cc1csc(SCC(=O)Nc2nc(-c3ccccc3)cs2)n1
31: CC(C)=CCC/C(C)=C/CNC(=O)C[C@H]1C[C@H](C(=O)N2CCOCC2)[C@@]2(C)c3[nH]c4cc(CCC(=O)N(C)C)ccc4c3CCN2C1=O
32: CN(C1=C(N2CCCCC2)C(=O)c2ccccc2C1=O)c1ccccc1

Compound	25	26	27	28	29	30	31	32
NRP1-CendR mod	0	19	-8	5	4	-3	8	10
E coli Lon inh	-8	8	0	8	-8	4	0	-6
FAS TE block	10	24	13	34	5	18	1	31
MsrA act	-4	-2	3	1	-2	-5	0	-1
MsrA inh	-1.0	1.0	1.6	-0.1	-0.4	1.3	0.0	2.1
Neddyl block	i	i	i	i	i	i	i	i
SKN-1 inh	13	0	9	10	7	0	-10	0
MT1-MMP act inh	-4	-2	-6	2	-2	3	-1	4
Rin1 Abl inh	0	-3	-1	1	2	3	-2	-4

# Individual results from the results shown.
# In FAS TE block, compound 4 is entered as 11
# In FAS TE block, compound 27 is entered as 13
# In MsrA inh, compound 21 is entered as 2.3
# In E coli Lon inh, compound 24 is entered as -2
# In MsrA act, compound 13 is entered as -12

# (continued)
33: Cc1nnc(C)n1/N=C/C=C/c1ccccc1
34: CN(C1CCCCC1)S(=O)(=O)c1ccc2c(c1)c(=O)c(C(=O)O)cn2C
35: O=C(c1ccccc1)c1ccc(C(=O)N2CCN(c3ccc(O)cc3)CC2)cc1
36: CCN(CC(=O)Nc1cc(Cl)ccc1C)C(=O)CCS(=O)(=O)c1ccc(C)cc1
37: O=Cc1cn(-c2ccccc2)nc1-c1ccncc1
38: O=C(CSc1nc2ccccc2s1)N/N=C/c1ccco1
39: CSCCC(NS(=O)(=O)c1ccc(Cl)cc1)C(=O)N1CCN(c2ccccc2)CC1 (stereo not drawn)
40: O=c1cc(-c2ccccc2)oc2ccc3ccccc3c12

Compound	33	34	35	36	37	38	39	40
NRP1-CendR mod	-4	-6	-3	-2	-3	7	13	-12
E coli Lon inh	-8	-19	3	8	14	5	-9	-6
FAS TE block	-4	-2	1	1	-3	-9	14	6
MsrA act	-10	-1	-5	-4	-1	-7	-1	-4
MsrA inh	-0.2	0.7	-0.1	-1.1	6.0*	0.0	-0.3	0.2
Neddyl block	i	i	i	i	i	i	i	i
SKN-1 inh	-39	5	-2	-6	-2	-5	3	36*
MT1-MMP act inh	1	0	3	5	-1	3	6	-4
Rin1 Abl inh	2	3	1	-1	0	-1	1	-5

41: COC(=O)c1c(C)cc(C)n2c1nc1ccccc12
42: CSc1nnc(CCCCCNC(=O)OC(C)(C)C)o1
43: Cc1ccc(-c2cnc(SCCNC(=O)c3ccco3)[nH]2)cc1
44: CC(=O)Nc1ccc(NC(=O)CCCCCn2nnc3ccccc3c2=O)cc1
45: CCOC(=O)NC(CC(=O)O)c1ccc(OC)c(OC)c1 (stereo not drawn)
46: CCc1nnc(NS(=O)(=O)c2ccc(NC(=S)NC(=O)c3ccncc3)cc2)s1
47: C=C(C)C1CC=C(C)/C(=N\NC(=O)CCC(=O)Nc2ccc(C)c(C)c2)C1 (stereo not drawn)
48: COc1ccc(N2CCC(CNC(=O)Nc3cccc(OC)c3)C2)cc1 (stereo not drawn)

Compound	41	42	43	44	45	46	47	48
NRP1-CendR mod	1	-13	2	-1	2	-15	9	3
E coli Lon inh	0	2	-1	-5	-2	-9	-4	2
FAS TE block	-7	-6	-6	-1	-5	-9	11	-4
MsrA act	-3	-2	-9	-3	-6	-4	-2	-4
MsrA inh	1.0	-0.3	-0.6	1.4	0.3	-0.1	-0.1	0.7
Neddyl block	x	i	i	i	i	i	i	i
SKN-1 inh	11	5	12	-13	-15	-8	-2	-12
MT1-MMP act inh	4	3	7	4	0	9	0	-3
Rin1 Abl inh	-4	-1	0	0	0	2	-2	-3

# Shown as a hit in SKN-1 inh (from the list above):
no. | smiles | NRP1-CendR mod | E coli Lon inh | MsrA act | MsrA inh | Neddyl block | SKN-1 inh | MT1-MMP act inh | Rin1 Abl inh
40 | O=c1cc(-c2ccccc2)oc2ccc3ccccc3c12 | -12 | -6 | -4 | 0.2 | i | 36* | -4 | -5

# Molecules shown so far with fluorine, in the order listed:
5: C=CCC[C@@H](Cc1ccc(F)cc1)C(=O)OC[C@@H](Cc1c[nH]c2ccccc12)NC(=O)[C@@H](CC=C)CC(=O)N(CCO)Cc1ccccc1
11: CCCNC(=O)CNC(=S)N(Cc1ccccc1F)C1CCCCC1
14: O=C(Nc1nc2ccccc2[nH]1)c1cc(F)cc(F)c1
26: COC(=O)CSc1nc(C2CC2)cc(C(F)(F)F)c1C#N

Compound	5	11	14	26
NRP1-CendR mod	3	-11	11	19
E coli Lon inh	-4	-2	-7	8
FAS TE block	23	0	-8	24
MsrA act	0	0	-4	-2
MsrA inh	2.1	0.8	0.9	1.0
Neddyl block	i	i	i	i
SKN-1 inh	14	-2	3	0
MT1-MMP act inh	-32	-1	6	-2
Rin1 Abl inh	0	-5	2	-3

# Part of the list above, tab-delimited.
no.	molecule	NRP1-CendR mod	E coli Lon inh	FAS TE block	MsrA act	MsrA inh	Neddyl block	SKN-1 inh	MT1-MMP act inh	Rin1 Abl inh
13	CCN(CC)S(=O)(=O)c1ccc(Oc2ccccc2)c(N)c1	10	-5	2	-12	-0.2	i	0	1	-2
14	O=C(Nc1nc2ccccc2[nH]1)c1cc(F)cc(F)c1	11	-7	-8	-4	0.9	i	3	6	2
15	O=C(NCc1n[nH]c(=S)n1-c1ccc([N+](=O)[O-])cc1)c1ccc(S(=O)(=O)N2CCOCC2)cc1	5	4	-10	-8	-1.0	i	-1	3	1
16	Nc1n[nH]c(C2CCCCC2)n1	3	8	-6	1	2.6	i	6	1	-2
